M1 PAM parental – nonselective activator or artifact in parental CHO-K1 calcium assay. ATP EC20, Fluo-8 calcium fluorescence; 0% at ATP EC20, 100% at ATP max. activation, % at 3 µM. 360,000 compounds, 0.02% hits. AID 602247;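 active = activation above the run cutoff, the mean activation of all test compounds plus 3 SD, cut at about 40% in these data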;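 also: peak over basal fluorescence ratio in a 140 s read after ATP addition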
M5 PAM – CHRM5 positive allosteric modulation; P08912; CHO-K1 hM5, Fluo-8 calcium, ACh EC20 PAM; 0% = ACh EC20, 100% = ACh EC100; activation, % at 3 µM; 360,000 compounds, 0.3% hits;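 active = activation above the run cutoff, the mean activation of all test compounds plus 3 SD, cut at about 18% in these data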
Target sequence (P08912 whole entry, looked up): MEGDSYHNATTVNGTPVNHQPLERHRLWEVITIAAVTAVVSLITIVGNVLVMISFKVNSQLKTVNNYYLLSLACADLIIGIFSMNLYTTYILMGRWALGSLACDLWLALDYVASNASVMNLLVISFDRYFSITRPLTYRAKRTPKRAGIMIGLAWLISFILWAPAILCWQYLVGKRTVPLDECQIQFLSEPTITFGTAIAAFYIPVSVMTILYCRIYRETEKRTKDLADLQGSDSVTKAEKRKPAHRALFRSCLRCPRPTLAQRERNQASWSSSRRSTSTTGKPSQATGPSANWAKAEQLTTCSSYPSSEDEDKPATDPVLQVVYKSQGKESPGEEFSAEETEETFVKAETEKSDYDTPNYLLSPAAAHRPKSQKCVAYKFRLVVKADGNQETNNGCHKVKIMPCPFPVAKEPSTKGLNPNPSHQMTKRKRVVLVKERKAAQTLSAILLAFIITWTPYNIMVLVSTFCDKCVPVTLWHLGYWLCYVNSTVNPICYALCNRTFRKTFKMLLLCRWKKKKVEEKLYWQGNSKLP
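Assay system: CHO-K1 hM5 cells. Also added: acetylcholine at EC20 concentration, added after compound. Dosing: 3 µM, single dose. Times: compound preincubation 140 s before EC20 acetylcholine addition. Signal: Fluo-8 calcium fluorescence. Measure: % activation relative to EC20 and EC100 ACh responses. Repeats: singlicate, one well per test compound.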
CHRM4 PAM – potentiates acetylcholine response at human M4 receptor. P08173. CHO-K1 hM4/Gqi5, Fluo-8 calcium fluorescence, ACh EC20; 0% = ACh EC20, 100% = maximal ACh. activation, % at 3 µM. 360,000 compounds, 0.4% hits;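 active = activation above its plate's cutoff, the mean activation of sample wells plus 3 SD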; also: some results filed as inactive read as strong as hits
Target sequence (P08173 whole entry, looked up): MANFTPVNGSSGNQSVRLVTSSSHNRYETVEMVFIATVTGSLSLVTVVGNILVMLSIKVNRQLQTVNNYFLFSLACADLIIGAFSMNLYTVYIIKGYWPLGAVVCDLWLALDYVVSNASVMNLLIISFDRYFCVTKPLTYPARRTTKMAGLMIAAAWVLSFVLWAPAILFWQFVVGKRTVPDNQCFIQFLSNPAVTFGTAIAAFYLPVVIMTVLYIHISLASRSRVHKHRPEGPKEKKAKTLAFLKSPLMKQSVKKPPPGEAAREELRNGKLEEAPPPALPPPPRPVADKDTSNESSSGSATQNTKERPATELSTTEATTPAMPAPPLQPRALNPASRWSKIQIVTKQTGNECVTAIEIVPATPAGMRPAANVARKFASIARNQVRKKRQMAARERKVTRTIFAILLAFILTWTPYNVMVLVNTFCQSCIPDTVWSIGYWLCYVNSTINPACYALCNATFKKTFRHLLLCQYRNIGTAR
M4 antag – CHRM4 antagonism in calcium assay; CHO-hM4 cells, ACh EC80, Fluo-8 calcium fluorescence; inhibition, % at 3 µM; 360,000 compounds, 0.73% hits; AID 624125;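 active = inhibition above its plate's cutoff, the mean inhibition of sample wells plus 3 SD, cut at about 27% in these data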;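 also: 0% = acetylcholine EC80 with DMSO and 100% = DMSO without agonist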
M5 ag – CHRM5 agonism in calcium assay. activation, % at 3 µM. CHO-K1 hM5 cells, Fluo-8 calcium fluorescence; 0% DMSO wells, 100% maximal acetylcholine response. P08912. 360,000 compounds, 0.19% hits;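 active = activation above the run's mean over test compounds plus 3 SD, cut at about 23% in these data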;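 also: signal is peak over basal fluorescence ratio across the kinetic read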
CHRM5 antagonist – antagonists of human muscarinic M5 receptor (CHRM5); P08912; CHO-hM5 cells, Fluo-8 calcium fluorescence, ACh EC80; inhibition, % at 3 µM; 360,000 compounds, 0.59% hits; AID 624040;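 active = inhibition above a per-plate cutoff, the mean of that plate's test compounds plus 3 SD, cut at about 27% in these data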;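 also: 0% = acetylcholine EC80 with DMSO and 100% = DMSO without agonist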
CHRM4 agonist – agonists of human muscarinic M4 receptor (CHRM4); AID 624127; P08173; 360,000 compounds, 0.14% hits; CHO-K1 hM4/Gqi5, Fluo-8 calcium fluorescence; vehicle 0%, full acetylcholine response 100%; activation, % at 3 µM;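 active = activation above the run mean over all test wells plus 3 SD, cut at about 32% in these data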;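 also: peak over basal fluorescence ratio per well then scaled between controls; 0% = DMSO wells and 100% = acetylcholine at EC100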
CHO-K1 Ca antag – M1 antagonist counterscreen hit in parental CHO-K1 cells. ATP-induced calcium, Fluo-8 fluorescence. inhibition, % at 3 µM. 360,000 compounds, 0.6% hits. AID 602250;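 active = inhibition above a per-plate cutoff, the plate's mean sample inhibition plus 3 SD, cut at about 24% in these data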;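 also: 0% = DMSO plus EC80 ATP and 100% = DMSO alone without ATP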
M1 ag parental – nonselective activator or artifact in parental CHO-K1 cells; activation, % at 3 µM; Fluo-8 calcium fluorescence; scaled to maximal ATP response, vehicle zero; 360,000 compounds, 0.48% hits; in the data active = activation above about 15%;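 also: untransfected CHO-K1 host cells lacking M1 receptor as counterscreen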
Numbers without * were called inactive; & = joins results of further samples.

SMILES	M1 PAM parental	M5 PAM	CHRM4 PAM	M4 antag	M5 ag	CHRM5 antagonist	CHRM4 agonist	CHO-K1 Ca antag	M1 ag parental
CCOC(=O)N1CCN(C(=O)CCN2C(=O)/C(=C\c3ccc(OC)c(OC)c3)SC2=S)CC1	2.7	-0.5	3.2	-6.4	1.6	6.4	-0.7	3.9	-0.4
CCOC(=O)c1cnc2ccc(OCC)cc2c1NCc1ccccc1OC	8.9	-4.5	-0.9	-9.3	-5.3	-0.3	-1.9	-1.6	0.2
COc1ccccc1N(CC(=O)NCc1ccco1)S(=O)(=O)c1ccc(C)cc1	6.2	5.4	-2.7	-4.2	-3.1	-1.9	0.6	-13.4	0.9
CCC1CN(C(=O)N2CCC(C(=O)NCc3ccccc3OC)CC2)c2ccccc2O1 (stereo unspecified)	6.2	-0.8	-6.7	-18.1	4.7	-4.7	16.4	-11.9	9.9
COC1=CC(=O)c2c(ccc3ncnc(N)c23)C1=O	-7.7	2.3	3.2	-4.9	9.8	2.0	5.3	-8.2	1.5
COC(=O)Cc1ccc(OCc2ccc(Cl)nc2)cc1	-15.2	-4.2	-4.0	-6.6	0.0	5.5	5.4	-15.0	2.2
C=CCc1cc(/C=C2/NC(=O)N(CC)C2=O)cc(OCC)c1OCc1ccc(C(=O)O)cc1	-11.0	-5.5	-0.8	-7.4	0.9	0.7	3.1	13.4	0.9
Cc1cc(C)nc(Nc2n[nH]c(COc3ccc(Cl)cc3)n2)n1	16.3	-1.9	5.1	12.2	3.7	-1.7	0.8	-4.6	2.5
CCN1CCCC1CNC(=O)CCc1nnc(CCC2CCCCC2)o1 (stereo unspecified)	13.2	4.1	-11.3	2.3	-14.1	1.8	0.8	-13.7	0.7
Cc1sc2ccccc2[n+]1CCC(C)S(=O)(=O)[O-] (stereo unspecified)	18.3	2.1	4.5	-2.2	1.4	-0.7	0.1	-7.7	0.1
CCN1CCN(C(=O)c2ccc3c(Cl)c4c(nc3c2)CCCC4)CC1	-2.6	-7.5	4.5	11.7	-6.3	23.7	1.3	3.6	0.9
CNC(=O)c1c(NC(=O)c2cccc(C)c2)sc2c1CCC2	18.0	9.3	3.4	-4.0	1.6	0.4	2.2	-5.5	0.8
C#CCOCCOCCOCCNc1nc(N2CCN(C(=O)Cn3cc(CCO)nn3)CC2)nc(N2CCN(C(=O)[C@H]([C@@H](C)O)n3cc(CCCCN)nn3)CC2)n1	-5.3	-1.9	4.0	-8.2	1.7	11.6	1.2	-0.9	-0.3
c1ccc(Cc2noc(CN3CCN(Cc4ccc5c(c4)OCO5)CC3)n2)cc1	4.1	-2.3	-8.4	1.5	-10.7	-0.6	0.5	-1.9	-0.3
CCN(C[C@H]1N[C@@](Cc2ccccc2)(C(=O)OC)[C@H]2C(=O)N(Cc3ccccc3)C(=O)[C@@H]12)C(=O)Nc1ccc(C)cc1	5.8	1.3	1.3	-16.4	-0.6	-6.7	-0.8	-2.7	-1.1
Cc1cccc(N/C=C/C(=C(C#N)C#N)N(C)C)c1	17.0	-2.1	0.2	-3.2	-2.0	3.9	0.3	-11.2	-0.3
O=C(Nc1nccs1)C1CCCCN1S(=O)(=O)c1ccccc1 (stereo unspecified)	-17.9	0.4	-1.5	-6.6	2.5	5.1	1.3	8.6	-0.3
COc1ccc(C(=O)c2c(C(F)(F)F)oc3c2C(=O)c2ccccc2C3=O)cc1OC	12.5	-1.4	-2.2	3.1	1.0	1.2	3.0	0.5	0.9
Clc1cccc(N2CCN(CCCN3CCN(c4ccccc4)CC3)CC2)c1	4.0	-10.8	-10.7	12.8	-9.2	-7.4	5.7	-9.4	3.7
Cc1noc(C)c1-c1ccc(C(=O)Nc2ccc(C(C)C)cc2)c2occc12	3.0	-6.5	-10.7	-8.6	-0.6	-0.8	0.2	-9.2	0.0
CCc1ccc(NCCC(=O)c2ccc(Br)cc2)cc1	9.7	5.9	1.8	-2.7	0.8	-10.5	2.0	2.7	0.3
COc1ccc2cc3cc(C(=O)N4CCN(c5ccccn5)CC4)oc3nc2c1	0.1	11.9	-1.2	-2.1	1.0	-10.7	3.5	-4.1	2.0
O=C(C1CC(Cl)CN1S(=O)(=O)c1ccc(Cl)cc1)N1CCOCC1 (stereo unspecified)	11.3	-8.3	11.7	5.5	-1.3	17.3	1.6	-6.3	0.3
COc1ccc(C(=O)/C=C/Sc2nc3ccccc3o2)cc1	-19.9	3.9	2.8	-0.7	2.0	4.2	0.7	7.4	-0.3
Cc1nnc(NC(=O)c2ccc(S(=O)(=O)N3CCCCC3)cc2)s1	7.8	-1.3	4.9	1.0	0.8	10.4	2.2	-9.7	3.3
COc1ccc(NC(=O)C2CCOC2=O)cc1 (stereo unspecified)	7.4	-1.6	-11.0	0.4	4.0	3.4	0.2	-0.8	0.1
O=C(CN1CCN(c2ccccc2)CC1)NC(=O)NCc1ccccc1	-7.7	1.8	2.0	9.1	1.9	15.1	-0.3	-4.9	0.1
COCCOn1c(SCCOC)nc2ccccc2c1=O	5.9	6.4	5.6	-8.0	5.6	-8.8	3.9	-7.0	0.4
COc1ccc2c(c1)C(c1ccc(N3CCOCC3)cc1)=NNC(c1cccnc1)=N2	15.4	-4.7	2.0	-3.8	-0.6	-6.7	2.7	-8.3	1.2
CCN(CC)CCN(C(=O)c1ccc2c(c1)OCCO2)c1nc2c(Cl)cccc2s1	-25.4	-0.9	-1.6	12.8	-4.6	-1.2	2.4	9.2	0.4
c1ccc(C(c2nnnn2C2CCCCC2)N2CCc3ccccc3C2)nc1 (stereo unspecified)	0.1	-7.0	-8.0	11.6	-4.6	6.3	1.2	0.0	1.8
N#Cc1sc(C(N)=O)c(-c2ccccc2)c1-c1ccccc1	0.0	1.3	13.5	-3.8	2.2	4.0	1.3	-5.9	0.3
CCOC(=O)c1c(C=O)c(C)n(Cc2ccccc2)c1C	1.1	4.3	5.4	3.2	-8.8	5.8	-2.3	-1.8	0.3
CN(C(=O)CSCC(=O)O)C1CCCCC1	9.9	1.6	-0.6	-1.3	0.6	-3.5	1.4	2.1	0.9
O=C(NC(O)C(=O)c1ccccc1)c1ccc(F)cc1 (stereo unspecified)	12.2	1.2	-6.3	7.0	0.8	9.9	1.7	-9.5	2.7
COc1ccc(NC(=O)CN(C)C(=O)c2ccc(NS(=O)(=O)c3ccc(C)c([N+](=O)[O-])c3)cc2)cc1	22.6	4.2	2.4	-8.0	-5.7	3.1	-0.6	-9.4	0.5
COc1ccccc1NC(=O)C(=O)NNC(=O)COc1ccc2ccccc2c1	14.0	-2.2	7.6	-13.3	-4.3	1.4	0.9	-22.8	-0.1
O=C(Nc1cccnc1)c1ccc(Cl)c([N+](=O)[O-])c1	7.9	-8.5	5.7	-4.1	-2.1	2.5	1.2	-3.8	0.7
Cc1cccc(N2CCN(C(=O)C3CCN(c4ncnc5c4nc4n5CCCCC4)CC3)CC2C)c1 (stereo unspecified)	-6.4	-15.7	-15.8	-9.9	-0.5	18.0	24.5	-9.2	12.2
O=C(NC1(C(F)(F)F)N=C2SCCN2C1=O)c1ccco1 (stereo unspecified)	-5.2	2.8	0.1	8.7	-1.5	-1.6	0.1	23.7*	-0.1
O=C(COC(=O)c1ccc(O)cc1)Nc1ccc(OC(F)F)cc1	18.0	-10.0	-0.3	0.3	14.7	7.1	7.9	-15.8	11.1
Oc1ccc(/C=C/c2cnccn2)cc1	4.1	-4.6	4.7	-12.2	-1.6	10.2	1.4	-10.4	2.3
CN(/C=C/c1c([N+](=O)[O-])c(=O)n(C)c(=O)n1C)c1ccccc1	12.1	6.9	1.0	-2.1	4.5	1.8	0.6	-5.2	0.9
Oc1cccc(Nc2nc(-c3ccccc3)nc3ccccc23)c1	2.8	-7.0	-5.6	10.0	-2.4	13.3	7.3	-1.9	2.0
Cc1ccc(C2CC(c3ccco3)n3nc(N)nc3N2)cc1 (stereo unspecified)	-8.4	-1.0	4.6	-8.3	-1.3	-2.4	0.1	18.4	-0.7
Cc1ccc2cccc(Oc3ncnc4scc(-c5ccc(Cl)cc5)c34)c2n1	-6.7	-10.4	-6.8	2.2	-1.7	7.6	-1.2	11.8	-0.6
CCN(CC)c1ccc(NC(=O)COC(=O)CCc2cc(OC)c(OC)c(OC)c2)cc1	21.0	-4.7	-3.4	-9.6	-1.2	1.0	4.7	-13.0	2.5
COc1cccc(CN2CCN(Cc3cc(OC)c(OC)cc3[N+](=O)[O-])CC2)c1	4.8	-2.5	7.2	-2.0	-7.2	0.7	0.4	2.5	0.1
O=C(NCc1ccccn1)C(=O)C1C(=O)Nc2ccccc21 (stereo unspecified)	16.5	-2.0	-5.5	3.3	-1.1	9.2	-0.2	-6.0	0.9
COc1ccc(CC(NC(C)=O)C(=O)NC2CCN(C(=O)Nc3ccc(Cl)cc3)CC2)cc1OC (stereo unspecified)	-22.1	6.2	3.1	-2.9	-4.1	5.9	1.5	11.7	0.2
CCOC(=O)c1c(C)c(-c2ccccc2)n(CC(=O)N2CCCC2)c1C	20.6	2.7	-0.4	-7.4	-0.7	-1.0	3.0	-8.7	1.5
Cn1cc([N+](=O)[O-])c(C(=O)Nc2ccn(C34CC5CC(CC(C5)C3)C4)n2)n1	25.2	-0.2	1.2	-3.0	2.9	-4.0	4.0	-13.7	1.8
Cc1ccc(NS(=O)(=O)c2ccc(C(=O)N3CC(C)OC(C)C3)cc2)cc1 (stereo unspecified)	-21.2	-8.8	6.6	1.8	30.9*	10.1	24.2	2.4	32.5*
CC1CCCN(CCC(=O)Nc2ccc3c(c2)CCC3)C1 (stereo unspecified)	14.6	-0.1	-11.9	1.2	-9.3	-1.9	0.9	-8.9	0.4
Cc1nc2ccccc2c(=O)n1NC(=O)c1cccnc1Cl	23.0	-3.2	-3.2	1.8	-1.7	0.1	0.4	-10.6	0.9
CCn1nnnc1SCC(=O)Nc1nc2ccccc2s1	22.7	0.0	1.5	-18.6	-3.1	-3.0	2.7	-7.7	1.0
CCN1CCN(Cc2ccc(NC(=O)c3ccc(C)c(/C=C/c4cnc(Nc5cc(N6CCNCC6)nc(C)n5)cn4)c3)cc2C(F)(F)F)CC1	0.4&19.8	10.1&-1.9	0.9&-1.6	-6.1&-3.2	-1.3&-1.5	-11.2&18.1	1.1&0.9	2.2&-8.7	1.3&0.0
c1cncc(-c2noc(-c3ccc4ccccc4c3)n2)c1	12.4	-1.2	-3.1	3.2	-0.9	10.0	1.3	-13.9	1.5
COC(=O)c1ccc(-c2noc(CN(C)CCC3CCCCO3)n2)cc1 (stereo unspecified)	18.5	-1.4	-0.9	0.1	3.1	-5.2	4.1	-13.7	5.8

Structural class: those above with a COOH group.
SMILES	M1 PAM parental	M5 PAM	CHRM4 PAM	M4 antag	M5 ag	CHRM5 antagonist	CHRM4 agonist	CHO-K1 Ca antag	M1 ag parental
C=CCc1cc(/C=C2/NC(=O)N(CC)C2=O)cc(OCC)c1OCc1ccc(C(=O)O)cc1	-11.0	-5.5	-0.8	-7.4	0.9	0.7	3.1	13.4	0.9
CN(C(=O)CSCC(=O)O)C1CCCCC1	9.9	1.6	-0.6	-1.3	0.6	-3.5	1.4	2.1	0.9

Source: PubChem (The Scripps Research Institute Molecular Screening Center)
